SUMO1-SIM PPI = modulators of SUMO1 protein-protein interactions, primary screen, biochemical, uHTS; Small ubiquitin-related modifier 1 (Homo sapiens), P63165; SUMO1 binding to a labelled peptide, TR-FRET, 1 h; inhibition, % at 20 µM; 360,000 tested, 0.33% active; AID 602429, 2012; in the data active = inhibition above about 37%
E coli Lon inh = inhibitors of E. coli Lon protease, primary screen, biochemical, fluorescence polarization; inhibition, % at 7.94 µM; AID 602123, 2011; purified E. coli Lon protease; 360,000 tested, 0.42% active; in the data active = inhibition above about 13%, passing the limit was not always enough;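 note: 0% = enzyme with probe and DMSO and 100% = no enzyme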
Target sequence (P0A9M0 whole entry, looked up): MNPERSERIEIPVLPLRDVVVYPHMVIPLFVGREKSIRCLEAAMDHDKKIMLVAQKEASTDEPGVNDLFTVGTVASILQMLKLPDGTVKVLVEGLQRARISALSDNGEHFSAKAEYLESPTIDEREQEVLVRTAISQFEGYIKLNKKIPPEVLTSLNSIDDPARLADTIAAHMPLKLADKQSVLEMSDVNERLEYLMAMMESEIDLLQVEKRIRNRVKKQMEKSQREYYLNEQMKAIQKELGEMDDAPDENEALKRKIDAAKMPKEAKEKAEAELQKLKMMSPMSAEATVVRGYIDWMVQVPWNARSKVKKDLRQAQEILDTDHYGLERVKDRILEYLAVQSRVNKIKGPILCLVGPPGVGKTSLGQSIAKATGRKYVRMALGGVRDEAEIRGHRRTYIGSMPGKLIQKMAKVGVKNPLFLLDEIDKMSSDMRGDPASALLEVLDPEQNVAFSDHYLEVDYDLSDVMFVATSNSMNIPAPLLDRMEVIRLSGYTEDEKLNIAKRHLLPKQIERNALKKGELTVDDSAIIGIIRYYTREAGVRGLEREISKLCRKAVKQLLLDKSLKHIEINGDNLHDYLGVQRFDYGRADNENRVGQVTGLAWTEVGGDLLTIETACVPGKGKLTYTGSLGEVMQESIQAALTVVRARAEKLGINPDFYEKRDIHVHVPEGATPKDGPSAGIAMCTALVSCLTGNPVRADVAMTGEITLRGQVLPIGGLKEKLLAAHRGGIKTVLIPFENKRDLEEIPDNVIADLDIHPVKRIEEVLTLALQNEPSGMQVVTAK
STEP inh = STEP phosphatase inhibitors, primary screen, biochemical, fluorescence intensity, uHTS | Tyrosine-protein phosphatase non-receptor type 5 (Homo sapiens), P54829 | recombinant STEP, OMFP fluorogenic substrate | inhibition, % at 20 µM | 360,000 tested, 0.25% active | AID 588621, 2011;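 active = inhibition at 20 µM, scaled per plate between control wells, above about 37%, limit read from the data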;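 note: 0% = DMSO with enzyme and substrate and 100% = substrate only without enzyme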
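Assay system: isolated STEP enzyme / Timing: 20 min at room temperature, dark / Doses: 20 µM, 1% DMSO / Technique: fluorescence intensity, excitation 480 nm, emission 540 nm / Reagent: fluorogenic phosphatase substrate OMFP at 25 µM final / Measure: percent inhibition scaled to no-enzyme and uninhibited-enzyme controls, plate-pattern corrected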
bovine MsrA act = bovine MsrA enzyme activators, primary screen, biochemical, absorbance, HTS | Methionine sulfoxide reductase A (Bos taurus) | purified bovine MsrA, absorbance read-out | activation, % at 10.6 µM | 360,000 tested, 0.3% active | AID 602163, 2012; in the data active = activation above about 7.5%;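 note: 0% = vehicle and 100% = reference activator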
DNMT1 inh = human DNMT1 methyltransferase inhibitors, primary screen, biochemical, molecular beacon, fluorescence, HinP1I cleavage, uHTS; DNA (cytosine-5)-methyltransferase 1 (Homo sapiens), P26358; inhibition (reported as % activation of signal), % at 10 µM; 360,000 tested, 0.83% active; in the data active = inhibition above about 50%
Tb MetRS inh = T. brucei MetRS inhibitors, primary screen, biochemical, luminescence; methionyl-tRNA synthetase (Trypanosoma brucei brucei); purified T. brucei MetRS, ATP depletion, Kinase-Glo luminescence; inhibition, % at 11.9 µM; 360,000 tested, 0.4% active;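 active = inhibition above a per-plate cutoff of the control wells' mean inhibition plus 3 SD, cut at about 5.5% in these data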;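 note: 0% = DMSO wells median and 100% = median of wells with control inhibitor compound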
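assay system = parasite MetRS enzyme | timing = 15 min preincubation, 2 h reaction, all 25 °C | evaluation = percent inhibition relative to median high and low control wells | medium = HEPES buffer containing pyrophosphatase, BSA, spermine, DTT | compound = single dose, 11.9 µM final nominal, 0.9% final DMSO | detection = Kinase-Glo luminescence, ATP depletion format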
Scp-1 inhibitor = Scp-1 phosphatase inhibitors, primary screen, biochemical, colorimetric, uHTS. Carboxy-terminal domain RNA polymerase II polypeptide A small phosphatase 1 (Homo …. Recombinant Scp1, phosphopeptide, malachite green phosphate absorbance. inhibition, % at 20 µM. 340,000 tested, 0.88% active;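 active = inhibition above about 50% at 20 µM, limit read from the data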;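 note: plate controls were DMSO wells with enzyme for no effect and wells lacking enzyme for full effect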
Target sequence (Q9GZU7 76-261 limits assumed): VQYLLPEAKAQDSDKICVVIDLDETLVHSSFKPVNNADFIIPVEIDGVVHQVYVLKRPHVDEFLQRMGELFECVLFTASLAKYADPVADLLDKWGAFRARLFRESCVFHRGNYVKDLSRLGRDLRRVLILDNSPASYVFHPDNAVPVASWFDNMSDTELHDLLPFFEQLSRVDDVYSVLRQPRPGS
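Test system – truncated SCP-1 phosphatase (76-261aa) · Reagent – Phosphorylated 17-residue peptide substrate · Incubation – 45 min room-temperature reaction, 5 min colour, 30 min stabiliser · Detection – colorimetric phosphate reagent with accelerator and stabiliser, absorbance at 630 nm · Measure – % inhibition at 20 µM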
MsrA inh = bovine MsrA enzyme inhibitors, primary screen, biochemical, absorbance, HTS | Methionine sulfoxide reductase A (Bos taurus) | purified bovine MsrA, absorbance read-out | inhibition, % at 15.5 µM | 360,000 tested, 0.75% active | AID 651718, 2012; in the data active = inhibition above about 4.5%;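 note: 0% = vehicle wells with enzyme and 100% = reference inhibitor wells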
CendR NRP1 mod = modulators of CendR peptide binding to NRP-1, primary screen, biochemical, fluorescence polarization, uHTS | Neuropilin-1 (Homo sapiens), O14786 | FAM-RPARPAR peptide binding to NRP-1 | inhibition, % at 25 µM | 360,000 tested, 0.85% active;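 active = inhibition or corrected inhibition above about 18%, plus a signal ratio from 0.5 to 1.5, limit read from the data, passing the limit was not always enough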; note: strong numbers were not always called active
LMPTP inh = LMPTP phosphatase inhibitors, primary screen, biochemical, fluorescence intensity, uHTS; Low molecular weight phosphotyrosine protein phosphatase (Homo sapiens), P24666; recombinant LMPTP-A, OMFP fluorogenic substrate; inhibition, % at 20 µM; 360,000 tested, 0.22% active;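 active = compounds that cut the enzyme signal by at least half of the control window in the single-dose screen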;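 note: plate controls were DMSO wells with enzyme plus substrate for no effect and substrate without enzyme for full effect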
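material = LMPTP-A | quantity = 0.625 nM enzyme | reagent = OMFP substrate, 400 µM final | buffer or medium = Bis-Tris pH 6.0, DTT, detergent | detection = endpoint fluorescence intensity from OMFP dephosphorylation | dosing = single 20 µM dose | read-out basis = % inhibition relative to no-enzyme and uninhibited control wells | control set = no-enzyme and uninhibited controls | timing = 50 min at room temperature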
An asterisk follows results filed as active; . = no result given.

SMILES	SUMO1-SIM PPI	E coli Lon inh	STEP inh	bovine MsrA act	DNMT1 inh	Tb MetRS inh	Scp-1 inhibitor	MsrA inh	CendR NRP1 mod	LMPTP inh
CCOc1cccc(OCCOCCOc2ccccc2C(C)=O)c1	-0.5	-11.2	0.7	-5.1	-1.7	-0.7	-4.1	0.8	-9.4	-0.2
CC(C)(C)C(=O)N1CCC[C@H]1C(O)(c1ccccc1)c1ccccc1	16.6	-2.0	-2.3	-4.7	0.0	-0.3	0.6	-1.0	2.4	2.2
C=C(C)c1cccc(C(C)(C)NC(=O)NCc2ccncc2)c1	6.7	0.7	3.3	-2.5	-1.5	0.4	3.6	-0.1	2.2	0.4
CC1(C)C(C=C(Cl)Cl)C1C(=O)N1CCN(c2ccccc2)CC1 (stereo not drawn)	2.7	8.5	-2.0	-2.1	-1.4	-0.7	-6.1	-0.3	-3.1	1.0
CCCCOc1ccc(/C=N/NC(=O)c2nnn(-c3nonc3N)c2CN2CCCCCC2)cc1	-1.2	-4.2	1.6	3.3	-11.9	0.3	-4.2	-0.5	-13.6	1.3
N#CC1=C(N)Oc2n[nH]c(-c3ccc(F)cc3)c2C1c1ccncc1 (stereo not drawn)	-0.6	-3.3	-0.5	-3.6	-0.6	-0.1	-5.9	1.3	5.7	-1.9
CC(Sc1nc(NCc2ccccc2)nc(N2CCOCC2)n1)C(=O)Nc1ccccc1 (stereo not drawn)	-0.3	12.0	-2.0	-1.7	7.0	-0.5	-1.5	-0.5	11.4	4.0
COc1ccc(C(C)(C)C)cc1NC(=O)COC(=O)c1nc2nccc(C)n2n1	1.5	-15.2	-1.4	-10.0	-4.1	-0.1	3.6	-0.8	-2.2	-0.4
CC(=O)N1CCC(C(=O)Nc2cc(C)cc(C)c2)CC1	0.9	0.3	-3.1	-0.3	-2.0	-0.4	-7.3	0.2	-1.5	-1.8
CC(=O)c1ccc(S(=O)(=O)N2CCC(NC(=O)Nc3cccc(F)c3)CC2)cc1	14.4	-1.1	-2.5	-0.1	-0.9	2.9	-5.2	1.6	-1.5	0.0
O=C(Nc1ccccc1Cl)ON=C1c2ccccc2-c2ccccc21	-10.3	-5.2	-3.1	-2.3	4.2	0.4	-4.0	.	14.7	0.5
O=C1NCCN1CCNS(=O)(=O)c1ccccc1[N+](=O)[O-]	-9.8	-3.3	-1.7	1.4	1.1	0.6	-2.8	-0.8	0.5	0.1
COc1ccc2cc3cc(C(=O)NCc4ccc5c(c4)OCO5)oc3nc2c1	-2.4	-6.8	0.0	-6.6	1.2	-0.4	2.6	0.4	-4.6	2.0
O=C(/C=C/c1ccccc1)/C=C/c1ccccc1	3.6	-5.6	0.2	-6.0	32.1	-0.7	-7.1	4.9*	4.5	0.2
CCCc1nnc(NC(=O)CCC(=O)N2CCN(CCOc3ccc(C)cc3)CC2)s1	0.9	-1.9	-2.8	4.1	-0.7	-0.4	-6.9	0.1	-10.0	-0.3
C[C@@H]1CN([C@@H](C)CO)C(=O)CCCn2nncc2CO[C@H]1CN(C)C(=O)Nc1ccccc1C(F)(F)F	0.9	6.2	-0.4	-2.4	1.7	-1.0	.	0.2	-0.1	-2.3
O=C(c1ccco1)N1CCN(C(=O)c2cn(-c3ccccc3)nc2-c2ccccc2)CC1	1.4	3.6	-2.9	7.5	0.9	-0.3	-8.1	0.0	-5.0	-0.5
COc1cc2cc(C(c3nnnn3C(C)(C)C)N3CCc4ccccc43)c(=O)[nH]c2cc1OC (stereo not drawn)	0.2	-1.2	-0.9	-0.8	-6.1	-0.7	-7.7	1.5	-3.4	1.6
COc1cc(/C=C(\C#N)C(=O)NC(C)C)cc(Cl)c1O	-10.4	-22.7	-3.8	-12.9	6.7	-1.1	-5.2	2.3	3.1	-5.0
C=CCOC(=O)C1=C(C)NC(SCC(=O)OCC)=C(C#N)C1c1ccc(C)cc1 (stereo not drawn)	-0.6	-3.6	2.1	-4.0	28.5	-0.2	-4.8	-1.4	-6.7	3.2
CC(C)(C)C1CCc2c(sc(NC(=O)CSc3nnc(-c4ccccc4)o3)c2C#N)C1 (stereo not drawn)	9.3	2.2	4.5	-5.7	-3.7	-1.3	-4.4	-0.5	2.1	0.8
CC1=Nc2ccc(Br)cc2C(c2ccccc2)N1CC(=O)O (stereo not drawn)	5.4	0.7	-3.1	-6.5	-1.3	-0.6	-6.0	-0.4	4.7	-0.8
COc1cccc(C2C(C(=O)c3cccs3)=C(O)C(=O)N2CCN2CCOCC2)c1OC (stereo not drawn)	-2.5	1.1	-3.6	-4.6	-3.6	-0.1	-12.3	0.5	-4.9	-2.3
CC(O)(c1cccnc1)c1nc(-c2cccc(C#N)c2)cs1 (stereo not drawn)	3.7	-17.8	1.3	-6.4	2.8	-0.2	.	0.0	-6.7	0.3
COc1cccc(CNC(=O)c2ccc(CS(=O)Cc3ccccc3Cl)o2)c1 (stereo not drawn)	4.5	-14.8	2.5	0.0	0.4	0.6	.	-0.8	-8.4	-1.4
C/C(=N/NC(=O)CCC(=O)Nc1cccc(Cl)c1)c1ccc(C)cc1	1.7	-2.3	3.5	5.6	1.2	3.7	-9.1	-0.6	1.2	-0.1
CCOc1ccc(N(CC(=O)Nc2cccc(OC)c2)S(C)(=O)=O)cc1	-0.2	-3.4	2.0	-2.1	0.4	0.4	-8.3	0.0	-9.3	1.4
Nc1ccc(Cc2ccccn2)cc1	-3.3	-6.1	-2.3	-4.5	-2.8	-0.8	-3.3	0.5	-2.0	0.1
Cc1oc(-c2ccc(Cl)cc2)nc1CS(=O)CC(=O)NCCCN1CCN(Cc2ccccc2)CC1 (stereo not drawn)	1.6	0.2	-0.3	-2.4	-2.1	-0.3	-0.3	-0.1	-6.9	-0.6
O=C1/C(=C/c2cccs2)CCC/C1=C\c1cccs1	-16.1	-45.9	1.6	-3.5	9.9	-0.3	-9.2	0.3	-31.4	1.6
CCC(C)(C)NC(=O)C(c1cccc(OC)c1)N(C(=O)CNC(=O)c1cccs1)c1cccnc1 (stereo not drawn)	1.4	-1.7	-0.9	-1.8	1.1	-0.9	-3.0	0.8	-6.5	-0.8
COc1cc(N)c(Cl)cc1C(=O)OC(C)C(=O)Nc1cccc(S(=O)(=O)N2CCOCC2)c1 (stereo not drawn)	6.4	-5.0	0.6	-4.9	0.0	-0.3	1.8	-1.4	12.1	0.2
O=C(c1ccco1)N1CCC(c2nc(-c3ccc(F)cc3)no2)CC1	2.0	0.6	-6.7	-1.6	7.8	-0.4	0.2	0.2	-4.0	1.1
COc1ccc2nc(NC(=O)CN3C(=O)NC4(CCCCC4)C3=O)sc2c1	-4.8	1.7	-3.7	-11.8	7.7	-0.3	-2.4	-0.2	10.4	0.5
CNC(=O)c1cc2cccc(OC)c2oc1=O	-16.3	-2.0	1.3	-5.2	-1.3	-1.3	6.2	1.8	10.6	-0.6
CNC(=O)c1cc2cc(OC)ccc2oc1=N	-24.2	7.2	-1.0	1.8	-7.7	-1.3	-5.0	1.8	4.6	-0.3
Cc1nc(Sc2ccccc2)c(C#N)c(C)c1[N+](=O)[O-]	-3.3	-5.9	3.5	-2.6	-8.2	-0.4	-6.6	0.0	-7.8	1.4
Cc1ccccc1C(=O)N1CCC1(C)C(=O)NC(C)C (stereo not drawn)	-5.1	1.3	-1.1	-6.9	-1.9	-0.5	.	-0.7	2.0	-2.4
COC(=O)[C@]1(C)N[C@H](CN(C)C(=O)NC(C)C)[C@@H]2C(=O)N(Cc3ccccc3)C(=O)[C@@H]21	4.3	-11.6	-2.5	-3.2	0.4	-0.8	-10.9	-0.6	-6.6	-1.5
O=C(COc1ccc(Br)cc1)N1CCN(c2ccc([N+](=O)[O-])c(N3CCCCC3)c2)CC1	-10.9	0.0	-1.8	-3.9	-4.2	-0.5	22.1	1.3	9.6	4.3

Part of the list above, limited to SUMO1-SIM PPI and MsrA inh.
canonical_smiles | SUMO1-SIM PPI | MsrA inh
COc1cc2cc(C(c3nnnn3C(C)(C)C)N3CCc4ccccc43)c(=O)[nH]c2cc1OC (stereo not drawn) | 0.2 | 1.5
COc1cc(/C=C(\C#N)C(=O)NC(C)C)cc(Cl)c1O | -10.4 | 2.3

In the list so far, six contain a cyano group.
SMILES	SUMO1-SIM PPI	E coli Lon inh	STEP inh	bovine MsrA act	DNMT1 inh	Tb MetRS inh	Scp-1 inhibitor	MsrA inh	CendR NRP1 mod	LMPTP inh
N#CC1=C(N)Oc2n[nH]c(-c3ccc(F)cc3)c2C1c1ccncc1 (stereo not drawn)	-0.6	-3.3	-0.5	-3.6	-0.6	-0.1	-5.9	1.3	5.7	-1.9
COc1cc(/C=C(\C#N)C(=O)NC(C)C)cc(Cl)c1O	-10.4	-22.7	-3.8	-12.9	6.7	-1.1	-5.2	2.3	3.1	-5.0
C=CCOC(=O)C1=C(C)NC(SCC(=O)OCC)=C(C#N)C1c1ccc(C)cc1 (stereo not drawn)	-0.6	-3.6	2.1	-4.0	28.5	-0.2	-4.8	-1.4	-6.7	3.2
CC(C)(C)C1CCc2c(sc(NC(=O)CSc3nnc(-c4ccccc4)o3)c2C#N)C1 (stereo not drawn)	9.3	2.2	4.5	-5.7	-3.7	-1.3	-4.4	-0.5	2.1	0.8
CC(O)(c1cccnc1)c1nc(-c2cccc(C#N)c2)cs1 (stereo not drawn)	3.7	-17.8	1.3	-6.4	2.8	-0.2	.	0.0	-6.7	0.3
Cc1nc(Sc2ccccc2)c(C#N)c(C)c1[N+](=O)[O-]	-3.3	-5.9	3.5	-2.6	-8.2	-0.4	-6.6	0.0	-7.8	1.4
